Compound activity from PubChem.
dFosB act: activators of delta FosB homodimer, primary screen, biochemical, fluorescence polarization, TAMRA-CDK5 oligo, single point; Protein FosB (Mus musculus), P13346; purified delta FosB; percent of positive-control signal above neutral wells; activation, % at 25 µM; 0.99% of 340,000 active;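 active means mean activation above about 17%, with every replicate also reaching it, limit read from the data, passing the limit was not always enough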;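 further: fluorescence polarization rise as delta FosB binds a TAMRA Cdk5 AP-1 oligo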
CDK5 p35 inh: inhibitors of human CDK5/p35 kinase, primary screen, biochemical, single concentration | Cyclin-dependent kinase 5 (Homo sapiens) + Cyclin-dependent kinase 5 activator 1 (Homo … | Recombinant CDK5/p35, ADP-Glo luminescence, 60 min | inhibition, % at 10 µM | 0.01% of 330,000 active | AID 488839, 2010;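 active means highest replicate inhibition of at least 50% and at least 75% of replicates reaching 50%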;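 further: plate controls were DMSO neutral control for no effect and GW8510 at 10 µM for full effect; many of its hits are not listed in these tables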
LANA DNA inh: inhibitors of KSHV C-LANA binding to DNA, primary screen, biochemical, fluorescence polarization, FAM-LBS DNA, MBP-C-LANA, single point; Kaposi's sarcoma herpesvirus LANA C-terminal domain (residues 932-1162) DNA binding; 0.078% of 340,000 active; AID 504423, 2011; inhibition, % at 9 µM;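 active means highest replicate inhibition at or above 60% at 9 µM, even if other replicates fall short; inactive means all replicates below 60% inhibition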;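 further: 0% = neutral control wells and 100% = 4 µM acridine orange control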
Rtt109 HAT inh: inhibitors of C. albicans Rtt109/Vps75 HAT, primary screen, biochemical, ThioGlo CoA-SH fluorescence, plate reader; Histone acetyltransferase RTT109 (Candida albicans (strain SC5314 / ATCC MYA-2876)), …; purified Rtt109/Vps75, 4 h; inhibition, % at 34.9 µM; 0.16% of 330,000 active;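 active means inhibition of at least 50% in every replicate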
NSD2 inh: NSD2 histone methyltransferase inhibitors, primary screen, biochemical, AlphaScreen, single concentration, set 2. NSD2 peptide methylation, 120 min. AID 743445, 2014. inhibition, % at 12.5 µM. Histone-lysine N-methyltransferase NSD2 (Homo sapiens), O96028. 0.54% of 310,000 active; in the data active means inhibition above about 50%
Target sequence (O96028 whole entry, looked up): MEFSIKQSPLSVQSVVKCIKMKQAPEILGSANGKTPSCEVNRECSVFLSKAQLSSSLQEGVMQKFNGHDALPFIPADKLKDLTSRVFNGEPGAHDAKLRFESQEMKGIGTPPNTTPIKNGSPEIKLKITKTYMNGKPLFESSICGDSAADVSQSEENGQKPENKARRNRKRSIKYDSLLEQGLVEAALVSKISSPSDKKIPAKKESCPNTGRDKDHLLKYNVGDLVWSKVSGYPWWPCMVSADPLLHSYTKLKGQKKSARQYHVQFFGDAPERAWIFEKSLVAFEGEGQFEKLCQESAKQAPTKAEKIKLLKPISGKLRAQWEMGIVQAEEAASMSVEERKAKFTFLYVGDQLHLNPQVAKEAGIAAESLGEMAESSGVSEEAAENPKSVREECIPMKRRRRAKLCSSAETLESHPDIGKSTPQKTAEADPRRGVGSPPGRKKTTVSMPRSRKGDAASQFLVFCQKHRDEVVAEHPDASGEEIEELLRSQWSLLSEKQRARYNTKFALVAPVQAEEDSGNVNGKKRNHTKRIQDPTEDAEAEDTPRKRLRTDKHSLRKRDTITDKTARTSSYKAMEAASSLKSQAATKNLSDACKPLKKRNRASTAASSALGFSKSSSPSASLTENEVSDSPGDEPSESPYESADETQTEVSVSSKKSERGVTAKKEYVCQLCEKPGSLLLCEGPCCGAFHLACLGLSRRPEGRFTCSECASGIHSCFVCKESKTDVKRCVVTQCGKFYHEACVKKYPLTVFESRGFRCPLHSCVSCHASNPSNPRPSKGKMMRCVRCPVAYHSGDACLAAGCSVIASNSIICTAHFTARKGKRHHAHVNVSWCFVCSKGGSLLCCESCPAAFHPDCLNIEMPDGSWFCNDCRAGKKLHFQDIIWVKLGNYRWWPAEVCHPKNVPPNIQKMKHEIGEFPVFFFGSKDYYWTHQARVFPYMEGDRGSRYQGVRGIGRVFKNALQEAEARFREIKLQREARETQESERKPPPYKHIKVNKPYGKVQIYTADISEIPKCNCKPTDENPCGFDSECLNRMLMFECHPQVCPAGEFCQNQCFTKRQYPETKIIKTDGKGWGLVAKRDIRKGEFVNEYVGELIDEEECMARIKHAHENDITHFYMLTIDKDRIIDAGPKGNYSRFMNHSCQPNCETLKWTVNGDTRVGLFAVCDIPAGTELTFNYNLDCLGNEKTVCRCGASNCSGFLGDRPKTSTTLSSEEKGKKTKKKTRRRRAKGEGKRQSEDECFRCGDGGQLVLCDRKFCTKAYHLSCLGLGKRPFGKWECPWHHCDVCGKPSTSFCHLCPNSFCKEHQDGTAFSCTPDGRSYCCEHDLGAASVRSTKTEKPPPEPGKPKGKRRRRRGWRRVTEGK
PfHsp90 yeast 2: growth inhibition of PfHsp90-expressing yeast, primary screen, antimalarial PfHsp90 inhibitor project, S. cerevisiae, BacTiter-Glo luminescence, single point, set 2; BacTiter-Glo ATP, 48 h; yeast lacking PDR1 and PDR3 efflux regulators; inhibition, % at 9.4 µM; 0.32% of 310,000 active; AID 504621, 2011;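 active means every replicate shows inhibition above about 80%, whatever the replicate mean, limit read from the data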;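 further: 0% = DMSO neutral controls and 100% = 20 µM radicicol positive controls; yeast relying on Plasmodium falciparum Hsp90 in place of its own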
cardiac RTF act: cardiac RTF calcium sensitivity activators, primary screen, biochemical, IANBD-TnC fluorescence, EC20 calcium; activation, % at 7.2 µM; Troponin I, cardiac muscle (Homo sapiens) + Troponin T, cardiac muscle (Homo sapiens) + …; IANBD-labeled TnC RTF fluorescence at EC20 calcium; 0% EC20 calcium, 100% full calcium; 0.24% of 340,000 active; AID 493008, 2010;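 active means activation above the mean over all tested compounds plus 3 SD, cut at about 30% in these data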;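 further: rise in fluorescence read as greater calcium sensitivity of cardiac thin filaments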
Mot1-301 SUMO: yeast Mot1-301 growth rescue at high temperature, primary screen, SUMOylation pathway inhibitor project, S. cerevisiae, ATP luminescence, 38.5C; S. cerevisiae Mot1-301 growth rescue; percent above DMSO median, 100 means doubled; growth rescue, % at 18.8 µM; 1% of 320,000 active; AID 2716, 2010;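 active means every valid replicate shows activation above 250% relative to neutral control wells; inactive means the rest, any valid replicate at or below 250%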;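 further: OY570 slx delta 5 strain wells were the positive control but not used for scaling; some compounds called inactive have numbers as strong as hits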
RTF Ca sens inh: cardiac RTF calcium sensitivity inhibitors, primary screen, biochemical, IANBD-TnC fluorescence, EC70 calcium; IANBD-labeled cardiac RTF, Ca2+ fluorescence; 0.12% of 340,000 active; Troponin I, cardiac muscle (Homo sapiens) + Troponin T, cardiac muscle (Homo sapiens) + …; inhibition, % at 7.15 µM; AID 493244, 2011;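 active means inhibition above the mean inhibition of all tested compounds plus 3 SD, cut at about 17% in these data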;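 further: assay run at fixed EC70 calcium of 1.6 mM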
PvdQ inh: P. aeruginosa PvdQ acylase inhibitors, primary screen, biochemical, fluorescence, plate reader and imaging, single point; inhibition, % at 10 µM; purified PvdQ acylase; AID 488965, 2010; PvdQ acylase [Pseudomonas aeruginosa LESB58]; 0.063% of 340,000 active; in the data active means inhibition above about 30%, passing the limit was not always enough;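 further: 0% = vehicle neutral wells and 100% = reference inhibitor wells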
Keap1-Nrf2 PPI: Keap1-Nrf2 protein-protein interaction inhibitors, primary screen, biochemical, fluorescence polarization, single point; inhibition, % at 9.4 µM; Keap1 Kelch-Nrf2 peptide fluorescence polarization, 1536-well; AID 504523, 2011; 0.15% of 340,000 active; in the data active means inhibition above about 12%;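 further: human Keap1 Kelch domain with fluorescein labeled Nrf2 9mer peptide probe; 0% = neutral control wells and 100% = peptide positive control; higher means more block of Keap1 binding to Nrf2 peptide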
The depositor's hits bear a star; . = not tested or not shown. This is a random part of the collection. Share with any hit: about 3.2%.

Molecule	dFosB act	CDK5 p35 inh	LANA DNA inh	Rtt109 HAT inh	NSD2 inh	PfHsp90 yeast 2	cardiac RTF act	Mot1-301 SUMO	RTF Ca sens inh	PvdQ inh	Keap1-Nrf2 PPI
C=CCOc1ccc(C(=O)Nc2ccc3c(c2)n(C)c(=O)n3C)cc1	-3	-1.0	0.2	-2	-2	-16	-4	-5	3	-2	-4
Cc1cnc(C(=O)Nc2ccccc2-c2nnn(CC(=O)NC3CCCC3)n2)cn1	2	-1.5	-1.2	-7	2	2	-1	-3	-2	2	-1
O=C(CSc1nn(-c2ccc(F)cc2)c(=S)s1)NCC1CCCO1 (configuration not stated)	-7	-0.1	-2.0	-3	0	8	9	23	-2	-3	-5
Cc1ccc2[nH]c3c(=O)n(Cc4ccco4)cnc3c2c1	4	2.6	0.4	-16	-6	-15	-3	-14	-10	-14	-6
CN(C)S(=O)(=O)c1ccc2oc(SCC(N)=O)nc2c1	-9	0.4	1.3	1	0	8	-8	5	-9	-15	-2
O=C(NN=C1CCCC1)c1ccc([N+](=O)[O-])cc1	0	-3.8	0.2	-4	2	-25	7	4	0	-11	-5
O=C(NCCc1cscn1)C1CCC(=O)N(Cc2ccc(Cl)cc2)C1 (configuration not stated)	-9	1.0	0.8	3	-3	-1	-6	-16	0	-9	1
CC(NC(=O)CN1CCc2ccccc21)c1ccccc1 (configuration not stated)	4	0.8	0.1	3	-4	.	3	-1	8	3	0
Nc1cc([N+](=O)[O-])ccc1O	-8	-1.7	4.1	5	6	2	12	6	1	-20	-2
COc1ccc([C@H]2/C=C\CN(C(=O)C3CCCC3)[C@@H](C)C(=O)N2Cc2ccc(F)cc2)cc1	-1	-1.6	-5.7	6	.	.	-5	-9	1	4	0
O=C(N/N=C/c1cc(Br)cs1)C(O)c1ccccc1 (configuration not stated)	-4	1.3	2.5	10	2	1	2	-8	-3	-7	-1
O=[N+]([O-])c1ccc(/C=N/Nc2ncc(-c3ccccc3)cn2)cc1	-10	-1.9	2.0	-15	-1	22	9	.	-12	-17	0
C/C=C/c1ccc(OCC(=O)Nc2cc(S(=O)(=O)N3CCOCC3)ccc2N2CCCC2)c(OC)c1	-12	3.4	2.0	-1	-2	-7	-26	.	-8	2	0
Cc1cccc(N2CCN(C(=O)c3cccc(NC4=NC5CS(=O)(=O)CC5S4)c3)CC2)c1C (configuration not stated)	-9	-1.5	-1.0	6	.	9	2	6	-1	-14	-1
C=CCn1c(COc2ccccc2F)nnc1SCC(=O)Nc1cc(C)on1	18*	-1.0	-0.5	-5	-1	4	-4	-18	-12	-8	-2
Cc1ccccc1NC(=O)Cc1nc(COC(=O)c2ccccn2)cs1	-6	-0.4	-0.1	5	0	11	0	23	3	-8	-1
COc1ccccc1NC(=O)C1=C(C)Nc2nnnn2C1c1ccncc1 (configuration not stated)	-2	0.7	-0.1	20	0	-25	-1	3	-6	-13	0
CCCOc1ccc(Cc2c(O)nc(SC)[nH]c2=O)cc1	0	1.2	-1.6	-5	-2	9	5	10	5	7	-1
COc1ccc2c(c1)CCCC(Br)C2=O (configuration not stated)	-11	0.5	4.3	2	-5	-9	2	.	-8	-14	-2
COC(=O)C(C)N(c1ccc(C)cc1)S(=O)(=O)c1c(C)[nH]c(=O)[nH]c1=O (configuration not stated)	-1	3.2	0.0	2	0	12	-3	4	0	5	2
Cc1ccccc1NC(=S)N(C)Cc1cn(C)c2ccccc12	-8	0.8	1.9	-3	3	-19	7	-4	-8	-13	-2
CC(=O)C1=C(C)N(Cc2ccccc2)C(=O)N[C@H]1c1ccco1	-3	-0.2	0.6	1	.	1	3	11	-7	-4	3
Cn1cc(-c2ccc(Cl)cc2)cc(C#N)c1=O	-1	-9.2	0.8	-14	-4	6	0	377	-3	10	1
CCOc1ccc(Cl)cc1CNCCCSc1nc(C)cc(C)n1	-11	1.0	-1.4	3	0	5	2	68	3	-12	-3
O=S(=O)(Nc1ccc(O)c2ccccc12)c1cccs1	-15	2.7	0.7	23	.	2	-4	-15	-9	-9	-2

Look-ups from above:
O=C(CSc1nn(-c2ccc(F)cc2)c(=S)s1)NCC1CCCO1 (configuration not stated) @ RTF Ca sens inh = -2
Cc1ccccc1NC(=S)N(C)Cc1cn(C)c2ccccc12 @ PfHsp90 yeast 2 = -19
C=CCn1c(COc2ccccc2F)nnc1SCC(=O)Nc1cc(C)on1 @ Keap1-Nrf2 PPI = -2

Some of these compounds in order of length of the SMILES, lowest first:
Molecule	dFosB act	CDK5 p35 inh	LANA DNA inh	Rtt109 HAT inh	NSD2 inh	PfHsp90 yeast 2	cardiac RTF act	Mot1-301 SUMO	RTF Ca sens inh	PvdQ inh	Keap1-Nrf2 PPI
CCCOc1ccc(Cc2c(O)nc(SC)[nH]c2=O)cc1	0	1.2	-1.6	-5	-2	9	5	10	5	7	-1
Cc1ccccc1NC(=S)N(C)Cc1cn(C)c2ccccc12	-8	0.8	1.9	-3	3	-19	7	-4	-8	-13	-2
CN(C)S(=O)(=O)c1ccc2oc(SCC(N)=O)nc2c1	-9	0.4	1.3	1	0	8	-8	5	-9	-15	-2

Further structures.
Compound	dFosB act	CDK5 p35 inh	LANA DNA inh	Rtt109 HAT inh	NSD2 inh	PfHsp90 yeast 2	cardiac RTF act	Mot1-301 SUMO	RTF Ca sens inh	PvdQ inh	Keap1-Nrf2 PPI
COc1ccc(-n2c(=O)c3c4c(sc3n(CC(N)=O)c2=O)CCCCC4)cc1	30*	1.7	0.4	3	17	25	-8	-10	-8	-26	-6
Cc1ccc(CNC(=O)c2cc3c(=O)n4ccccc4nc3n(CC3CCCO3)c2=N)cc1 (configuration not stated)	-10	-1.5	-1.3	-47	.	12	0	-9	-7	-11	-1
COc1ccc(Nc2ncnc3ccc(Br)cc23)cc1OC	-3	2.8	0.3	.	24	-12	6	-7	-11	-17	-4
CCSc1nnc(NC(=O)C2C3CCC(C3)C2C(=O)O)s1 (configuration not stated)	1	2.6	0.0	-6	-1	-5	-3	2	6	21	3
CCC(=O)/C=C1\Sc2ccc(OC)cc2N1CC	-9	-0.1	-1.5	37	3	.	2	-1	3	5	1
COc1ccc(NC(=O)CN2CCC(NC(=O)c3ccc(OC)cc3)CC2)cc1	-2	-0.2	0.9	2	9	-2	0	-6	2	-2	-4
Cc1ccc(C(=O)CSc2nnc3c4ccccc4nc(C(C)(C)C)n23)cc1	-13	-0.4	-0.8	.	-4	9	-3	18	4	-13	-6
O=C(CNCC1CCCCC1)Nc1cccc(S(=O)(=O)N2CCOCC2)c1	-18	-5.4	-0.7	1	2	-14	3	-10	-3	-11	-2
COc1ccc(Oc2cccc(Cl)c2CNC(=O)CC(C)(C)CC(=O)O)cc1	-6	-0.2	-0.3	-16	0	-15	-4	-1	-8	-14	-6
Cc1cc2nc(CCN(C(=S)NCC3CCCO3)C3CCCC3)[nH]c2cc1C (configuration not stated)	-9	-0.4	-0.3	3	2	2	1	-12	-1	-3	0
O=C1N(CCCN2C(=O)C3(OCCO3)c3ccccc32)c2ccccc2C12OCCO2	-6	0.3	0.7	-2	-1	.	-2	4	9	-3	-3
OCCCn1c(CCCNc2nc(-c3cccc(Br)c3)cs2)nc2cc(Cl)c(N3CCCCC3)cc21	-3	-0.7	2.6	-2	.	3	2	363	-14	-4	-4
Cc1cc(C(=O)NNC(=S)Nc2ccccc2C)cs1	-2	-0.5	2.4	1	1	20	17	-6	4	6	-1
COc1ccc(N(CC(=O)NC2CCCCC2)C(=O)CNC(=O)c2ccco2)cc1OC	0	0.9	-0.8	-2	3	.	-1	1	6	7	-3
COc1ccc(C(c2nnnn2C(C)(C)C)N2CCN(c3nc4ccccc4s3)CC2)cc1OC (configuration not stated)	-4	-0.9	-1.1	-7	0	24	-1	.	-8	-9	-2
COc1ccc(S(=O)(=O)N(C)C[C@H]2Oc3c(NC(=O)Cc4ccccc4)cccc3C(=O)N([C@H](C)CO)C[C@@H]2C)cc1	7	0.9	0.1	0	.	-9	5	-6	7	2	0
Cc1cccc(-n2c(C)cc(C=C(C#N)C#N)c2C)c1	-7	-2.6	-0.9	-10	-2	-3	-1	-3	5	3	1
